# Source: PubChem BioAssay
# NR5A2 inv ag: inverse agonists of human LRH-1 (NR5A2); actives 0.13% (n = 360,000); O00482; HEK293T StAR-luciferase reporter, LRH-1 transfected, 24 h; AID 602396; inhibition, % at 3.6 µM;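 active = inhibition above the mean inhibition of all tested compounds plus 3 SD, cut at about 73% in these data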;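 also: 0% = DMSO wells and 100% = reporter-only cells lacking LRH-1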
# Target sequence (O00482 whole entry, looked up): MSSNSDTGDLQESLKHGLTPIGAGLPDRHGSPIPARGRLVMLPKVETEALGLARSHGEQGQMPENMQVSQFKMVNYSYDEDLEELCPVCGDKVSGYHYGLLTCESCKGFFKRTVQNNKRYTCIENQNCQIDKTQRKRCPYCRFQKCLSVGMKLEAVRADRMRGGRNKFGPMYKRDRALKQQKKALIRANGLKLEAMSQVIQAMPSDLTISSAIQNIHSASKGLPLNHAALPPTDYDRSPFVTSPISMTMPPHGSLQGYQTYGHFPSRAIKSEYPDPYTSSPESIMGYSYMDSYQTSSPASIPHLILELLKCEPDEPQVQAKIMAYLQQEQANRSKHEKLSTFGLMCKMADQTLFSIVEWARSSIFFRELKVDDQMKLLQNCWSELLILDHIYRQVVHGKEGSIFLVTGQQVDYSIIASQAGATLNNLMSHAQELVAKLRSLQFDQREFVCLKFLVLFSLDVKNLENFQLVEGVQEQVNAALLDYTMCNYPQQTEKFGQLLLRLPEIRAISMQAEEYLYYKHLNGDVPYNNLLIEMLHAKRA
# TRAIL sens C8: caspase-8 TRAIL sensitization. AID 624354. inhibition (viability loss, TRAIL sensitization), % at 10 µM. NB7+C8 cells + TRAIL, ATPlite viability luminescence. actives 1% (n = 360,000);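 active = compounds causing at least 50% loss of cell viability in the single-dose screen, relative to plate controls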
# EBV LMP1 NFkB: inhibitors of Epstein-Barr LMP1-induced NF-kappaB reporter. inhibition, % at 12.5 µM. AID 504558. actives 0.69% (n = 350,000). LMP1-induced NF-kappaB luciferase reporter cells, luminescence; in the data active = inhibition above about 41%;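 also: 0% = neutral control wells and 100% = reference inhibitor control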
# NR2F2 inh: NR2F2 (human) inhibition, primary screen | AID 686940 | P24468 | inhibition, % at 8.6 µM | HEK293T NGFI-A luciferase reporter, luminescence | actives 0.7% (n = 370,000);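 active = inhibition above a per-plate cutoff, mean inhibition of test wells between control levels plus 3 SD, cut at about 38% in these data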;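 also: cells cotransfected with COUP-TFII expression vector driving the NGFI-A reporter; 0% = median of COUP-TF2 test wells and 100% = reporter-only cells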
# Target sequence (P24468 whole entry, looked up): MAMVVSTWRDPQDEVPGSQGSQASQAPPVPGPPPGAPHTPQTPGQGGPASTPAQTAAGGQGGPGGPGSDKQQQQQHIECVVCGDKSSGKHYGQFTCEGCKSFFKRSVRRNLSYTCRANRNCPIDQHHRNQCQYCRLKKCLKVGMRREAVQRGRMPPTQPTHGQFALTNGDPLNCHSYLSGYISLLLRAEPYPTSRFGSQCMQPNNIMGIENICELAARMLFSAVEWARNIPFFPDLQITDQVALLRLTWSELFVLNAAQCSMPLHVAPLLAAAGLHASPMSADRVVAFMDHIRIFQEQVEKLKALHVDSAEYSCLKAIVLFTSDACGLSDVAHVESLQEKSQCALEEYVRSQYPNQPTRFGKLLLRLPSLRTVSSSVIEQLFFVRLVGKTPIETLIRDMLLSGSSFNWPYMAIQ
# SRC3 inh: inhibitors of human steroid receptor coactivator 3 (SRC3); Q9Y6Q9; HEK293 GAL4-SRC3 luciferase reporter, luminescence; inhibition, % at 3.6 µM; actives 0.17% (n = 360,000); AID 588352;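 active = inhibition above a per-campaign cutoff, the mean of all compounds plus 3 SD, cut at about 60% in these data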;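 also: 0% = DMSO-treated cells and 100% = gossypol-treated cells at 36 µM; higher means less SRC3-driven luciferase light from the GAL4 reporter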
# NCOA2 inhibitor: inhibits human steroid receptor coactivator 2. Q15596. HEK293 GAL4-SRC2 luciferase reporter, luminescence. inhibition, % at 9 µM. actives 0.17% (n = 370,000);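 active = inhibition above the mean inhibition of all tested compounds plus 3 SD, set per campaign, cut at about 52% in these data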;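 also: 0% = DMSO treated cells and 100% = cells given Gossypol at 36 µM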
# TROY NFkB inh: inhibitors of TROY-dependent NF-kB signaling. Q293 LMP1-TROYcd NF-kB luciferase reporter, 4 h. inhibition, % at 10 µM. actives 0.98% (n = 360,000);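 active = compounds whose plate-normalised and pattern-corrected inhibition of the luciferase reporter signal at the single screening dose is 50% or more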
# TWEAK Fn14 block: TWEAK-Fn14 signaling inhibition; inhibition, % at 10 µM; TWEAK-stimulated Fn14 reporter cells, luciferase luminescence, 8 h; AID 1159606; actives 2% (n = 360,000); in the data active = inhibition above about 50%
# NCOA1 inh: human NCOA1 inhibition; Q15788; HEK293 GAL4-SRC1 luciferase reporter, luminescence; inhibition, % at 3.6 µM; actives 0.12% (n = 360,000); AID 588354;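 active = inhibition above the campaign mean plus 3 SD, with each screening campaign given its own cutoff, cut at about 60% in these data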;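 also: 0% = DMSO treated cells and 100% = gossypol at 36 µM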
# CF NFkB block: cystic fibrosis NF-kB activation inhibition; AID 588850; inhibition, % at 5 µM; KKLEB NF-kB-GFP reporter, PAF-induced, GFP fluorescence overnight; actives 0.86% (n = 360,000);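 active = at least 50% inhibition at 5 µM, scaled per plate between neutral and stimulator controls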;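 also: PAF is a Pseudomonas aeruginosa culture filtrate used as stimulus; plate controls were PAF-stimulated DMSO wells for no effect and unstimulated DMSO wells for full effect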
# KKLEB cytotox: CF airway cell cytotoxicity counter-screen. AID 602141. activity change (cytotoxicity), % at 5 µM. KKLEB CF airway cells viability, ATPlite luminescence, overnight; active compounds read low; cells stimulated with P. aeruginosa culture filtrate. actives 0.36% (n = 360,000);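 active = corrected activity change at or below -50% at 5 µM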
# * hit, by the source's call; nt = no result given.
# Every second line gives: NR5A2 inv ag	TRAIL sens C8	EBV LMP1 NFkB	NR2F2 inh	SRC3 inh	NCOA2 inhibitor	TROY NFkB inh	TWEAK Fn14 block	NCOA1 inh	CF NFkB block	KKLEB cytotox
CC1CCN(C(=O)c2[nH]cnc2C(=O)NCc2ccccc2)CC1
  -2	13	6	-21	-6	-2	-4	-11	-5	20	-18
CC(CN1CCCC1)OC(=O)c1ccc(Cl)cc1Cl (configuration not stated)
  -10	1	-2	32	-10	-12	1	16	-26	11	9
CCCCNC(=O)c1cc2nc3c(c(C(F)(F)F)n2n1)CCc1ccccc1-3
  -3	10	-14	9	14	-13	-22	-5	-4	-18	10
COCCN(CC(=O)Nc1cccc(C)c1C)C(=O)c1ccc(-n2cccn2)cc1
  -2	-8	6	6	14	22	-1	-3	-13	22	-16
COc1ccc2c(CC(=O)Nc3ccc(N4CCOCC4)cc3)coc2c1
  12	-14	4	7	2	11	-5	3	-4	-10	-6
Cc1nc(NC(=O)CSc2nnc(C3CC3)n2C)sc1C
  -29	10	-4	-28	-3	-21	-20	25	-21	-1	2
NS(=O)(=O)c1cccc(NC(=O)c2cccc3c(Br)cccc23)c1
  16	5	7	13	-12	18	6	4	-14	5	-7
COC(=O)c1ccccc1NC(=O)CN1CCC(NC(=O)c2ccccc2C)CC1
  -8	7	2	12	3	4	5	6	-21	-2	11
CC1(C(=O)N2CCN(Cc3ccccc3Cl)CC2)CC1(Cl)Cl (configuration not stated)
  -10	-23	-2	-6	-41	-22	-44	-10	-28	12	2
S=C(NNc1nc(Nc2ccccc2)nc(N2CCCCC2)n1)NC1CCCCC1
  -9	1	0	9	13	9	4	10	-10	-11	-1
CN(CC(=O)Nc1cccc2c1CCCC2)S(=O)(=O)c1ccccc1
  8	-10	-2	16	-3	-23	4	4	-11	5	-24
Cc1ccc(Cl)cc1NC(=S)N(CCCN1CCN(C)CC1)Cc1cccs1
  -9	1	3	-4	1	-17	-12	6	1	8	-1
CN(C)C(CNC(=O)Cc1cccc(C(F)(F)F)c1)c1ccccc1 (configuration not stated)
  10	-1	-4	3	-3	-4	21	45	-2	-2	8
CN1CCN(C(=O)C2=C[C@H](c3csc4ccccc34)C[C@H](OCc3ccc(CO)cc3)O2)CC1
  17	0	-2	9	-4	15	-8	-23	-11	16	-22
O=C(Cn1nc(C(=O)O)c2ccccc2c1=O)Nc1nc(-c2ccccc2)cs1
  -9	-5	-12	-27	-15	-23	-3	1	-15	-5	7
Cc1ccc(NC(=S)N2CCN(Cc3ccccc3)CC2)cc1
  -14	-1	-5	14	-7	-24	-23	-11	4	17	-5
C=CCNc1nc(Cl)ncc1F
  0	-9	5	-1	16	12	3	3	8	8	1
COc1ccccc1C(CNC(=O)CCNS(=O)(=O)c1ccc(Br)cc1)N1CCCC1 (configuration not stated)
  7	3	0	1	11	-17	1	2	-5	21	-4
COc1ccc(C(=O)NCCS(=O)(=O)NCCc2ccccc2)cc1
  -62	7	-13	-40	-47	-86	-32	-7	-60	-5	-32
O=C(CSc1nnc(NC(=O)c2cccc(F)c2)s1)NC1CCCC1
  -4	20	-12	14	-21	4	-63	11	-15	-9	6

# Other compounds:
# Every second line gives: NR5A2 inv ag	TRAIL sens C8	EBV LMP1 NFkB	NR2F2 inh	SRC3 inh	NCOA2 inhibitor	TROY NFkB inh	TWEAK Fn14 block	NCOA1 inh	CF NFkB block	KKLEB cytotox
Cc1ccccc1-c1nnc(SCC(=O)Nc2c(C)n(C)n(-c3ccccc3)c2=O)o1
  2	0	-1	9	-1	3	-9	-11	-5	1	6
O=C(Nc1nnc(C2CC2)s1)c1cccs1
  -73	-21	-11	-31	-53	-23	-49	-14	-78	-9	8
Nn1c(SCC(=O)Nc2ccc3c(c2)OCCO3)nnc1-c1ccccn1
  -14	1	6	-18	22	5	7	77*	-6	-39	6
C=CCc1cc(/C=C2/NC(=O)N(CC)C2=O)cc(OCC)c1OCc1ccc(C(=O)O)cc1
  -16	-3	23	-2	15	19	5	-12	-19	49	12
O=C(NCCc1ccccc1F)C1CCCN1S(=O)(=O)c1ccc2ccccc2c1 (configuration not stated)
  -25	6	10	5	-4	-3	-5	-8	-1	2	-1
CSC1=C(C#N)C(c2ccccc2Cl)C(C(C)=O)=C(C)N1 (configuration not stated)
  5	-10	5	23	26	3	12	4	15	8	0
OC(c1ccc(F)c(F)c1)c1ncc(-c2ccc(Cl)cc2)[nH]1 (configuration not stated)
  12	-1	nt	4	-21	9	-18	1	10	-34	-6
C=CCNCCOCCOc1ccc(C)cc1Br
  -37	-3	1	-24	-14	-46	-8	7	-29	-12	3
Cc1ccc(NC(=O)Nc2cccs2)c(Cl)c1
  -87	1	-15	14	-85	3	-9	18	-83	-16	15
COc1ccc(-c2csc(NC(=O)C3CCCCN3S(=O)(=O)c3ccccc3)n2)cc1 (configuration not stated)
  6	10	1	24	2	11	28	43	18	7	2
CC(=O)c1ccc(OCCN2CCOCC2)cc1
  -10	4	1	1	5	-13	-4	-13	5	0	-1
CC1CCN(S(=O)(=O)N2CCC(C(=O)NCCC3=CCCCC3)CC2)CC1
  9	7	-7	-8	3	-3	-14	2	5	-14	16
O=C(CCCc1c[nH]c2ccccc12)NCc1cccs1
  -1	-6	3	-11	1	-21	-11	-1	-22	-4	2
c1ccc(SCCc2ccncc2)cc1
  -8	2	-14	-13	9	-22	-26	-17	-23	14	-1
O=c1cc(-c2ccccc2)cc(-c2ccccc2)n1CCO
  7	-6	-1	-10	4	7	-13	12	-5	-25	16
O=C1CC(NN2CCCCC2)C(=O)N1c1ccccc1 (configuration not stated)
  -5	18	7	-20	0	-9	-22	-12	-10	2	-10
CC(C)c1cc(Br)ccc1OCCCN1C(=O)NC(C)(C)C1=O
  4	-3	-11	14	11	2	14	-21	-39	-9	-10
Brc1csc(C=Nc2ccc3c(c2)OCCOCCOCCOCCO3)c1
  -6	0	-3	1	15	-7	14	-10	-11	-12	0
COc1ccc(/C(C)=N/NC(=S)NCc2ccco2)cc1
  10	-9	-1	6	7	-12	-10	-9	-18	-11	3
O=C(Nc1ccc(F)c(Cl)c1)c1cc(C2CCCCN2C(=O)c2cccs2)on1 (configuration not stated)
  19	10	nt	12	-61	19	29	-3	0	22	-7

# Going on with the list.
# Every second line gives: NR5A2 inv ag	TRAIL sens C8	EBV LMP1 NFkB	NR2F2 inh	SRC3 inh	NCOA2 inhibitor	TROY NFkB inh	TWEAK Fn14 block	NCOA1 inh	CF NFkB block	KKLEB cytotox
Cc1cc(-c2ccco2)c(C#N)c2nc3ccccc3n12
  -27	39	1	8	2	-41	26	-12	-11	-153	2
CC1CC(C)(C)N(C(=O)CSc2ccc(-c3ccc(F)cc3)nn2)c2ccccc21 (configuration not stated)
  1	12	1	15	4	8	11	37	5	-3	5
O=C(Nc1sc2c(c1C(=O)O)CCC2)C(=O)N1CCOCC1
  -10	-4	0	13	-12	-21	0	-2	-12	8	-12
CCN(CC)S(=O)(=O)c1cccc(C(=O)NC(C)C(c2cccs2)N2CCCC2)c1 (configuration not stated)
  3	-1	-6	7	3	-11	6	18	-7	-3	4
O=S1(=O)CCN(OCc2ccc(Cl)cc2)CC1
  2	3	5	-7	18	-29	6	-3	-36	5	-22
O=C(NNC(=O)c1ccccc1O)c1ccc(NS(=O)(=O)c2ccc(F)c(F)c2)cc1
  20	-4	4	3	5	5	5	2	-15	-5	12
COc1cc(/C=C/C(=O)c2c(O)ccc3c(C)cc(=O)oc23)ccc1O
  -2	-6	18	10	18	-9	0	8	-4	4	-28
CC1(C)CC(=O)C=C(c2cccc3c2oc2ccccc23)C1
  -2	10	-6	-13	-23	-12	-43	-39	-27	-4	8
COc1ccc(CNC(=O)CSc2nnnn2Cc2ccccc2)cc1
  1	-5	-2	6	10	-1	14	12	-1	-2	-1
COc1ccc(S(=O)(=O)N2CCCCC2)cc1NC(=O)c1ccc(CS(C)(=O)=O)cc1
  12	10	-5	2	5	1	-7	-9	-7	-13	13
Cc1ccc(NCCCn2cnc(C(=O)Nc3ccc(C)c(C)c3)n2)cc1C
  -17	-16	-6	13	-40	1	-3	-13	-10	-1	14
COc1cc(-c2nc3ccccn3c2/N=C/c2cc(OC)c(O)cc2Cl)ccc1O
  4	-8	-4	-10	7	-37	7	-30	7	18	-18
CC(=O)Oc1cc2oc(=O)cc(C)c2cc1OC(C)=O
  -13	10	-17	-8	-3	-7	10	-8	1	17	-8
Cc1cc(C)nc(SCCn2c(N3CCOCC3)nc3c2c(=O)[nH]c(=O)n3C)n1
  12	-4	-2	15	4	-27	-11	-8	-1	-6	1
CCOc1ccc(N2CC(C(=O)Nc3ccccc3C(=O)N3CCOCC3)CC2=O)cc1 (configuration not stated)
  7	-14	5	3	2	18	-17	-6	6	-9	2
Cn1c(=O)[nH]c(=O)c2c1ncn2CCCc1ccccc1
  10	3	-8	-25	24	-6	-12	-3	-13	-5	7
O=S(=O)(Nc1ccc(Cl)cc1NS(=O)(=O)c1ccccc1)c1ccccc1
  1	-1	0	4	-3	-17	51*	-4	9	55*	22
CCCn1c(O)c(CN2CCCCC2)c(C)c(C#N)c1=O
  13	-24	-3	4	-23	-5	-2	7	-6	12	-1
COc1cccc(NC(=O)Cn2nnc(C(=O)Nc3cc(Cl)ccc3OC)c2N)c1
  -8	8	5	-6	-9	-30	-30	5	5	56*	-36
COc1ccc(CNc2ccc(S(N)(=O)=O)cc2)c(OC)c1OC
  -13	-3	3	9	-14	1	-35	-20	5	5	5

# (further entries)
# Every second line gives: NR5A2 inv ag	TRAIL sens C8	EBV LMP1 NFkB	NR2F2 inh	SRC3 inh	NCOA2 inhibitor	TROY NFkB inh	TWEAK Fn14 block	NCOA1 inh	CF NFkB block	KKLEB cytotox
CCOc1ccc(-c2cc(N)n(S(=O)(=O)c3ccc(OC)c(OC)c3)n2)cc1
  -24	-9	-1	-3	0	6	-27	-17	-2	25	-1
Cc1nc(CCNC(=O)CC2C(=O)NCCN2Cc2ccccc2F)sc1C (configuration not stated)
  -3	7	4	-2	24	9	1	2	3	-20	9
COc1ccccc1NS(=O)(=O)c1c(C)[nH]c(C)c1C(=O)N1CCCC1
  22	-23	-3	3	-12	14	6	6	-1	7	11
COC(=O)C1=NN[C@H](C(=O)OC(C)(C)C)[C@H]1c1ccccc1
  -18	12	8	-2	7	-10	7	-4	0	2	-13
COc1ccc(-n2c(SC(C)C(=O)Nc3ncc(Cl)cc3Cl)nc3ccccc32)cc1 (configuration not stated)
  16	28	0	-110	17	16	26	6	43	-50	-17
COc1ccc(N2C(=O)CC(N3CCC(O)(c4ccc(Br)cc4)CC3)C2=O)cc1 (configuration not stated)
  6	-1	-10	-2	13	0	8	7	-6	0	-3
CCOC(=O)c1c(NC(=O)COC(=O)Cn2cnc3ccccc32)sc2c1CCC(C)C2 (configuration not stated)
  -13	11	5	8	-4	11	-19	2	3	18	-2
CCCCCn1nc(C(=O)OCc2nnc(-c3ccccc3)o2)c2ccccc2c1=O
  -13	-4	-3	15	-12	-14	-6	-9	-19	4	2
CCCS(=O)(=O)NCCc1csc(-c2ccc(OC)c(OC)c2)n1
  -10	9	0	0	0	10	-5	12	-13	2	1
Cc1ccc2cc(C#N)c(NCCNC(=O)C3CCC3)nc2c1C
  -10	-5	4	-9	7	12	-3	-11	3	1	-21
